# From PubChem
# BaF3 parental: counter-screen for JAK2V617F inhibitors: parental Ba/F3 viability inhibitors; AID 1486; actives 1.1% (n = 220,000); inhibition, % at 5.6 µM; CellTiter-Glo ATP luminescence;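 active = inhibition above a per-campaign cutoff, the mean inhibition of all tested compounds plus 3 SD, cut at about 27% in these data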;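 note: 0% = DMSO wells and 100% = JAK Inhibitor I control wells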
# Ba/F3 V617F tox: loss of viability in JAK2V617F-driven Ba/F3 cells; Ba/F3 EpoR-JAK2V617F viability, ATP luminescence; actives 1.1% (n = 220,000); inhibition, % at 5.6 µM; AID 1446;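 active = inhibition above the campaign mean plus 3 SD over all tested compounds, cut at about 24% in these data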;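 note: cytokine-independent growth of Ba/F3 cells driven by EpoR plus mutant JAK2; 0% = DMSO-treated cells and 100% = JAK inhibitor I control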
# zfTRPN1 agonist: zebrafish TRPN1 (NompC) channel agonism; HEK293 zebrafish TRPN1-YFP, Fluo-8 calcium fluorescence; 100% = response to 87 µM carbachol; activation, % at 3 µM; actives 0.18% (n = 220,000);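 active = activation above its plate's cutoff, the mean activation of test wells on that plate plus 3 SD, cut at about 19% in these data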;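 note: 0% = DMSO alone and 100% = 87 µM carbachol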
#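 Assay system: Zebrafish TRPN1-YFP in HEK293 cells | Incubation: Dye loading 1 h at 37 °C, then 30 min room temperature | Measured by: Kinetic Fluo-8 fluorescence, ex 470-495, em 515-575 nm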
# RBBP9 inhibitor: human RBBP9 hydrolase inhibition; recombinant RBBP9, FP-Rh probe fluorescence polarization; inhibition, % at 7.94 µM; actives 0.2% (n = 220,000);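 active = inhibition above the campaign mean of all tested compounds plus 3 SD, cut at about 14% in these data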;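 note: plate controls were DMSO wells with RBBP9 for no effect and wells lacking RBBP9 protein for full effect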
# Target sequence (O75884 whole entry, looked up): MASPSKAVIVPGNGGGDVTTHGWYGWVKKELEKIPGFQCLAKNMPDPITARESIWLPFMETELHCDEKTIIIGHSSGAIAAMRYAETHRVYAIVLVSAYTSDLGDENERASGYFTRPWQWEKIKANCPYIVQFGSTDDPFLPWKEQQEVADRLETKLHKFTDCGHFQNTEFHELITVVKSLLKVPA
#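 System: RBBP9 protein / Quantity: 2.5 µM RBBP9 dispensing solution, before mixing / Also added: Serine-hydrolase probe FP-Rh, 375 nM pre-mixing / Dosing: 7.94 µM single dose, 0.794% DMSO / Timing: enzyme-compound preincubation 30 min, then probe labeling 45 min, 25 °C / Signal: FP readout at 525/598 nm / Controls: DMSO-treated enzyme wells and wells lacking RBBP9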
# Wee1 degr inh: blocks degradation of human Wee1 kinase; P30291; HeLa Luc-Wee1K328M stability, luciferase luminescence; 100% = proteasome inhibitor MG132 effect; reporter increase, % at 5 µM; actives 1.2% (n = 220,000); AID 1321;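 active = activation above the mean of all tested compounds plus 3 SD, set per screening run, cut at about 8.8% in these data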;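 note: cells exposed to compound for 20 h before luminescence read; 0% = DMSO alone and 100% = MG132 at 30 µM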
# CHOP inhibitor: blocks CHOP induction under ER stress. actives 3.8% (n = 220,000). inhibition, % at 10 µM. CHO-K1 CHOP-promoter luciferase, tunicamycin-induced, 15-18 h. AID 2732;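 active = compounds that reduced the stress-induced luciferase reporter signal by more than about 70% of percent inhibition, limit read from the data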;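 note: 0% = tunicamycin plus vehicle and 100% = wells without tunicamycin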
# PPC-1+TRAIL kill: compounds killing PPC-1 cancer cells with TRAIL present (potentiator screen, no TRAIL-free arm) | PPC-1 cells + TRAIL, ATPLite viability luminescence | cell killing (% activity), % at 4 µM | actives 0.41% (n = 220,000);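 active = cell killing above 50% in the first pass at 4 µM, then a duplicate retest at 5 µM averaging 50% or more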;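 note: plate controls were cells with TRAIL plus DMSO for no effect and medium-only wells lacking cells for full effect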
# TNF death inh: TNF-alpha cell death inhibition in Jurkat FADD-/- cells; Jurkat FADD-/- TNF necroptosis rescue, ATP luminescence, 24 h; 0 = TNF only, 100 = no-TNF cells; activation (protection from cell death), % at 10 µM; actives 0.068% (n = 220,000); AID 463075;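 active = activation, meaning protection from cell death, of at least 50% relative to plate controls; inactive = activation below 50%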;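 note: necroptosis triggered by 40 ng/mL TNF-alpha added together with compound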
# TRPML3 ag: agonists of human TRPML3 channel; activation, % at 3 µM; actives 0.29% (n = 220,000); Q8TDD5; HEK293 TRPML3-YFP, Fluo-8 calcium fluorescence; 100% = the carbachol control signal; AID 1448;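 active = activation above its plate's cutoff, the mean activation of the plate's test wells plus 3 SD, cut at about 12% in these data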;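 note: 0% = DMSO only wells and 100% = carbachol wells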
# Target sequence (Q8TDD5 whole entry, looked up): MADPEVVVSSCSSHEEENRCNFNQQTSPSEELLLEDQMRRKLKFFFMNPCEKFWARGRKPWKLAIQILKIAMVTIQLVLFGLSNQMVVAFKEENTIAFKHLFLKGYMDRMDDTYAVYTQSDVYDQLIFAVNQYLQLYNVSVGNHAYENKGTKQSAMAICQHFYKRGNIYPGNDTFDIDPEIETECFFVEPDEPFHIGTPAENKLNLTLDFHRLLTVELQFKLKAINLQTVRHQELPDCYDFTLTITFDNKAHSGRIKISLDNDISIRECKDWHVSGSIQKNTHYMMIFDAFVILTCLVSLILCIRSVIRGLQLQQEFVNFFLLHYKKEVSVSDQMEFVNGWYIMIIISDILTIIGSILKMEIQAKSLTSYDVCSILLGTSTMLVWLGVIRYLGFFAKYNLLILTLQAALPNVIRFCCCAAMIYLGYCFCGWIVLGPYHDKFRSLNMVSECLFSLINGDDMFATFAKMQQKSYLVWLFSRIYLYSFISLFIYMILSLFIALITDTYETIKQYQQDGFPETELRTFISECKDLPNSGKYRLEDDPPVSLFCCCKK
#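 Material: HEK293 cells stably carrying human TRPML3-YFP; compound dosing: single dose, 3 µM final nominal compound, 0.3% DMSO final; incubation: 1-h 37 °C dye load, 5-s basal, 120-s post-compound reads; technique: Fluo-8 intracellular calcium fluorescence, excitation 470-495 nm, emission 515-575 nm; read-out basis: percent activation from peak-to-basal fluorescence ratio, scaled between DMSO and carbachol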
# * hit, by the source's call; [ ] = dose if it differs, or a comment.
# Each structure is followed by: BaF3 parental	Ba/F3 V617F tox	zfTRPN1 agonist	RBBP9 inhibitor	Wee1 degr inh	CHOP inhibitor	PPC-1+TRAIL kill	TNF death inh	TRPML3 ag
C/C(=N\NC(=O)C1CC1)c1ccccc1O
→ 6	1	-1.0	1	4	13	7	0.6	0.5
Clc1ccc(-n2ncc3c(N4CCCCCC4)ncnc32)cc1
→ 0	-4	0.8	-9	-4	84*	63*[5 µM]	2.8	-0.3
COc1ccc(OC)c(NC(=O)Cn2c(=O)oc3ccccc32)c1
→ 5	3	1.5	-8	-2	5	-2	1.2	1.0
CCn1cnc2sc(C(=O)Nc3ccccc3OC)c(C)c2c1=O
→ -3	-3	1.5	3	-2	-1	-11	-1.2	0.6
Cc1cc(NC(=O)c2cc([N+](=O)[O-])cc([N+](=O)[O-])c2C)no1
→ -1	-3	0.8	-5	4	-21	2	1.5	0.2
CCOC(=O)c1ccccc1NC(=O)Cn1cnc2c(cnn2-c2ccc(F)cc2)c1=O
→ 3	2	1.0	-2	4	-51	10	-0.8	1.2
CCCC(=O)Nc1cc(C)c(NC(=O)c2ccncc2)cn1
→ 0	0	2.1	-1	0	18	9	0.0	0.1
O=C(C1CC(c2ccc(F)cc2)=NO1)N1CCc2ccccc2C1 (centres undefined)
→ 5	0	0.5	-5	2	14	15	8.0	-0.3
CCCS(=O)(=O)Nc1cccc(-c2nc3cccnc3s2)c1
→ 4	2	2.4	-6	-1	38	10	2.4	0.1
O=C(NC(=O)c1ccc(F)cc1)Nc1nc(-c2cccs2)cc(C(F)(F)F)n1
→ 3	-6	-1.6	-8	0	14	-25	0.9	0.3
COCCNC(=O)CN(C(=O)c1ccc(N2CCCC2)nc1)c1ccccc1
→ 9	64*	1.2	-8	2	-14	8	-0.2	0.2
COc1ccc(NC(=O)CC(c2ccccc2)c2ccco2)cc1 (centres undefined)
→ 2	-1	-0.7	-7	-3	6	-6	-0.6	-0.3
O=C1CC(c2ccc(Br)cc2)NC(c2ccc(Br)cc2)C1c1ccccc1 (centres undefined)
→ 5	-4	2.6	-4	0	54	20	1.8	1.2
c1ccc(CSc2nc3ccccc3[nH]2)cc1
→ 2	1	0.6	-8	3	-22	24	1.4	-1.5
CC(C)CCN(CCC(C)C)CC(O)Cn1c2ccccc2c(=O)c2ccccc21 (centres undefined)
→ 0	-3	-0.9	-3	1	45	7	0.4	0.1
CNC(=O)C1CC(=O)N(CCc2ccc(OC)c(OC)c2)C(=Nc2ccc(F)cc2)S1 (centres undefined)
→ 1	-1	1.1	-3	2	2	8	0.2	1.1
Cc1nn(C(=O)CNC(=O)c2ccccc2)c(C)c1C
→ 4	-1	0.1	3	1	23	10	0.6	1.1
O=C(c1ccc2c(=O)n(C3CCCC3)c(=S)[nH]c2c1)N1CCCCCC1
→ 3	-3	1.0	1	1	16	7	-2.2	1.1
COc1ccc(C(CNC(=O)c2cncc(Br)c2)N(C)C)cc1 (centres undefined)
→ 0	-3	1.1	-4	0	10	15	-0.2	0.6
Nc1ncnc(NC2CCS(=O)(=O)C2)c1[N+](=O)[O-] (centres undefined)
→ -3	-2	-0.7	3	3	24	6	0.8	0.7
CCOC(=O)c1c(C)n(C)c2ccc(O)c(CN(CC)CC)c12
→ -1	-7	0.0	1	3	-8	13	3.5	0.0
C=CCNc1nc(S(=O)Cc2ccc(C)cc2)nc2c1CCCC2 (centres undefined)
→ 5	0	-1.0	-6	-3	-6	-8	0.1	-0.5
Cc1nn(Cc2ccccc2)c(Cl)c1C(=O)NCc1ccco1
→ 7	0	-0.4	-10	-1	6	-2	0.2	-0.6
CC(=O)Oc1ccc2c(=O)c(Oc3ccccc3)coc2c1OC(C)=O
→ 12	4	0.9	0	5	44	21	-2.1	0.4
COc1ccc(CCCC(=O)NC2CCCCC2)cc1
→ -1	-2	0.2	-6	-2	1	16	1.1	-0.5
COC(=O)c1cn(CC(=O)NC2CCCCC2)c2ccccc12
→ 1	4	-0.5	-6	4	7	1	-1.1	1.4
COCC(C)NC(=O)/C=C/c1ccc(OC)cc1 (centres undefined)
→ 1	-1	-0.8	2	-2	-4	-2	-0.4	0.2
CC(=O)Nc1ccc(OCC(O)CN2CCN(S(=O)(=O)c3ccc(NC(C)=O)cc3)CC2)cc1 (centres undefined)
→ 2	-3	-0.9	-6	1	27	-10	3.5	0.2
CSCCC(NC(=O)c1ccc(Cl)cc1)C(=O)OCC(=O)Nc1ccc(C#N)cc1 (centres undefined)
→ 0	-3	-0.2	-12	-3	11	15	2.6	-0.4
Cc1cc(NC(=O)Cn2nc(C(F)(F)F)c3c2CCC3)no1
→ 6	-2	0.2	-6	3	9	5	-1.5	0.0
Cn1cccc1C(=O)C(=O)Nc1ccccc1C(F)(F)F
→ 5	1	-1.1	8	2	35	12	1.7	0.1
CS(=O)(=O)N1CCC(C(=O)NCCC2=CCCCC2)CC1
→ 4	2	-0.8	3	-1	13	16	-0.8	-0.1
Cc1cc(N2CCN(C3CCCCC3)CC2)n2nc(C)nc2n1
→ 13	5	2.1	-9	3	-14	-6	1.1	0.6
CN(C)c1ccc(C(CNC(=O)c2ccccc2Br)c2c[nH]c3ccccc23)cc1 (centres undefined)
→ 2	1	0.7	2	-1	40	24	-0.2	3.0
CCOC(=O)NC1C=CS(=O)(=O)C1 (centres undefined)
→ 1	-2	2.2	-11	-2	49	-1	-3.1	1.0
COc1cc(/C=C(\C#N)c2nc3ccccc3s2)ccc1OCC(=O)Nc1ccccc1
→ 0	-1	8.1	-4	6	50	27	-1.6	5.4
CCOc1ccc(/C=N/NC(=O)CC(=O)NCc2ccccc2)cc1
→ 0	1	0.6	-6	-2	-13	-8	-0.6	0.2
CC(C)Oc1cc(NC(=O)CS(=O)(=O)CC(=O)N(C)C)c(Cl)cc1Cl
→ 2	-2	-1.4	-7	3	19	7	0.2	-0.5
Cc1ccc([N+](=O)[O-])c(OCCN2CCCCCC2)c1
→ 4	-1	-1.1	-13	-2	1	5	3.2	0.9
Cc1ccc(NC(C#N)c2ccccc2OCc2ccccc2)cc1 (centres undefined)
→ -2	-5	-1.7	1	-3	26	-3	-14	-0.1
FC(F)(F)Oc1ccc(NC(=S)Nc2ccccc2N2CCOCC2)cc1
→ -5	-1	5.8	0	2	-3	1	-0.8	2.7
NS(=O)(=O)c1ccc(NC(=S)NCc2ccc(Cl)cc2)cc1
→ 4	-1	2.7	-10	1	25	2	-0.7	1.1
CCOC(=O)C(C)Sc1nc2c([nH]c3ccccc32)c(=O)n1C (centres undefined)
→ -1	-5	-1.6	-3	1	26	22	-1.3	-1.8
CCN(CC)c1nc(-c2ccccc2)ncc1S(=O)(=O)c1ccc(C)cc1
→ 11	1	1.2	-4	-2	-18	17	10	0.8
CC(C)OC(=O)CSc1nnc(-c2cnccn2)n1C
→ 1	-5	-0.9	-10	0	2	14	-0.6	0.1
O=[N+]([O-])/C(N=Nc1ccccc1)=N\Nc1ccccc1
→ 2	-2	1.4	-1	0	-4	-2	-0.3	0.8
CCOC(=O)N1CCN(c2cc(=O)n(-c3ccccc3Cl)c(=O)[nH]2)CC1
→ 2	0	1.4	2	-1	-10	16	1.1	0.8
O=C1N(Cc2cccnc2)C[C@@H]2C[C@@H](c3ccc(C(F)(F)F)cc3)N3CCC[C@@]123
→ 6	0	-0.6	-6	-2	18	-9	-0.4	1.1
Cc1cc2cc(C)c3nnc(SCC(=O)Nc4ccc(S(=O)(=O)N5CCCCC5)cc4)n3c2cc1C
→ 6	2	-0.5	5	1	28	3	3.6	0.8
Cc1nnc(NC(=O)c2ccc(C)c(S(=O)(=O)N3CCCCCC3)c2)s1
→ 5	5	3.6	-5	-2	-19	0	0.5	0.0
CCn1c(C)[n+](CC)c2ccc(S(=O)(=O)NC)cc21
→ 2	-2	-0.9	0	-4	16	9	0.7	0.3
Cc1c(C2C(C#N)=C(N)N(c3cccc([N+](=O)[O-])c3)C3=C2C(=O)CCC3)cnn1C (centres undefined)
→ 6	0	-0.4	-6	-2	10	16	0.7	0.7
NNC(=O)CSc1nc(-c2ccccc2)nc2c1CCCC2
→ 2	-1	1.2	5	-1	19	-5	-1.1	-0.1
N/C(=N\OC(=O)c1ccc(Cl)c(Cl)c1)c1cccc(CSc2ccccn2)c1
→ 0	-1	1.0	-3	4	-5	20	-1.3	0.3
Cc1ccc(C(O)CSc2nnc(-c3ccc4ccccc4c3)n2C)cc1 (centres undefined)
→ -3	-2	-0.8	-5	-2	10	6	0.4	0.2
Cc1cccc(C)c1NC(=O)CSc1nnc(-c2cccnc2)o1
→ 1	-3	0.9	-10	-3	4	-13	0.4	0.1
COc1ccc(CN2C(=O)N(c3ccccc3)C(=O)C2CC(=O)Nc2ccccc2)cc1OC (centres undefined)
→ 7	0	0.2	-2	0	-16	-5	1.1	0.1
CC1(C)CC(=O)C(C=Nc2cccnc2/N=C/C2=C(O)CC(C)(C)CC2=O)=C(O)C1
→ 0	-3	1.7	-1	4	6	-28	0.6	1.9
CCOC(=O)C(c1ccccc1)C(Nc1ccccc1)c1ccccn1 (centres undefined)
→ -3	6	-1.1	-5	0	-32	22	-1.8	-1.4
Cc1cc(NC(=O)CSc2nncn2N)no1
→ 1	-3	-1.1	-11	3	3	-8	-0.1	1.1

# Going on with the list.
# Each structure is followed by: BaF3 parental	Ba/F3 V617F tox	zfTRPN1 agonist	RBBP9 inhibitor	Wee1 degr inh	CHOP inhibitor	PPC-1+TRAIL kill	TNF death inh	TRPML3 ag
O=c1c2cc(NC(=S)NC3CCCCC3)ccc2nc2n1CCCCC2
→ 2	-1	1.9	-5	1	19	-13	0.4	1.3
O=C(c1ccc(S(=O)(=O)N2CCCC2)cc1)N1CCN(Cc2ccc3c(c2)OCO3)CC1
→ 5	0	0.1	-13	1	31	-1	-1.2	1.5
CCOc1ccc(-c2nc(C#N)c(NC3CC3)o2)cc1
→ 1	-6	-1.7	8	-1	-51	17	-0.8	-0.1
O=C(CSc1nc2ccc(Cl)cc2[nH]1)NC1CCCc2ccccc21 (centres undefined)
→ 5	-3	-0.6	-7	3	7	7	1.3	-1.0
O=C(O)COc1ccc(-c2nccc(-c3ccccn3)n2)cc1
→ -1	-3	1.8	0	-4	69	25	0.1	1.0
COc1cccc(/C=N/NC(=O)C(=O)Nc2ccccc2OC(F)(F)C(F)F)c1
→ 3	2	-0.2	-12	3	32	16	0.7	-0.3
